Screens (PubChem)
hgDAF12 agonist – hgDAF-12 agonism, primary luciferase screen; AID 687014; 370,000 tested, 1.8% active; activation, % at 6.8 µM; HEK293 GAL4-hgDAF12 UAS-luciferase reporter, agonist luminescence; normalized to butyrate control;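 active means activation above a cutoff set at the mean of all screened compounds plus 3 SD, cut at about 10% in these data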;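 further: 0% = DMSO wells and 100% = sodium butyrate wells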
DAX1 inh-1 – inhibitors of human orphan nuclear receptor DAX1 (NR0B1); AID 504766; HEK293 Gal4-DAX1 luciferase reporter, luminescence; 340,000 tested, 0.99% active; P51843; inhibition, % at 6.75 µM;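 active means inhibition above the mean over all tested compounds plus 3 SD, cut at about 4.2% in these data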;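 further: 0% = DAX1-transfected cells with DMSO and 100% = empty-vector control cells with DMSO; inhibition shows as a rise in luminescence from relieved DAX1 repression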
Target sequence (P51843 207-470 limits assumed): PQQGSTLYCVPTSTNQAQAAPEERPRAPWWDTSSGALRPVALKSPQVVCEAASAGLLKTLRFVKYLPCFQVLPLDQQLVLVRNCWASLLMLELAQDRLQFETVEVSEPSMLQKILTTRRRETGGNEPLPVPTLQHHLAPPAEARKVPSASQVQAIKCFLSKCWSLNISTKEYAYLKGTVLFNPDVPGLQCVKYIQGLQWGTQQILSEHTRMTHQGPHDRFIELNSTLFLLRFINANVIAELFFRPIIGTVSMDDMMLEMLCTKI
ADAM10 inh – inhibits human ADAM10; AID 720582; 370,000 tested, 0.62% active; inhibition, % at 7 µM; O14672; recombinant ADAM10, EDANS/DABCYL FRET peptide cleavage, 3 h;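 active means inhibition above a per-campaign cutoff equal to the mean of compounds falling between control-based bounds plus 3 SD, cut at about 20% in these data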;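 further: 0% = DMSO wells while the 100% control is not disclosed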
Target sequence (O14672 214-748 limits assumed): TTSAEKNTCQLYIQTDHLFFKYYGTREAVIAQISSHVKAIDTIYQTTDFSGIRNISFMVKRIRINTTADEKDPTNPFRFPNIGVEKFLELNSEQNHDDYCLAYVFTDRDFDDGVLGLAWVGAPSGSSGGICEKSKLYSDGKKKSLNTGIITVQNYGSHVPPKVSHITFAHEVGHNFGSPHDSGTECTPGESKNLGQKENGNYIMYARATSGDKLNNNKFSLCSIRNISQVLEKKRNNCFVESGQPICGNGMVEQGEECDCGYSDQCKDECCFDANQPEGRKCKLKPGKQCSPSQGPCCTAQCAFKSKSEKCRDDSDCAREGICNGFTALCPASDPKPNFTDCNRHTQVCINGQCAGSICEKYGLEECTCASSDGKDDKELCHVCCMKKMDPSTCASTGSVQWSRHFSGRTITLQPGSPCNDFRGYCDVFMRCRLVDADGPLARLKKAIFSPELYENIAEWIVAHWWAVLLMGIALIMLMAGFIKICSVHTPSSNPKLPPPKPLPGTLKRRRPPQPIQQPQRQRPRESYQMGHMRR
NPR1 activator – GC-A (human) enzyme activation; P16066; HEK293 GC-A cells, cGMP TR-FRET, EC30 ANP; 0% at EC30 ANP, 100% saturating ANP; activation, % at 10 µM; 370,000 tested, 0.14% active; AID 1671463; in the data active means activation above about 40%
ssDAF-12 act – S. stercoralis DAF-12 activation, primary screen; HEK293 ssDAF-12/GRIP1 lit1-tk-luc reporter, luminescence; % of 3 µM dafachronic acid response; activation, % at 6.8 µM; 370,000 tested, 1% active; AID 652126;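 active means activation above the mean over all tested compounds plus 3 SD, cut at about 0.9% in these data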;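 further: 0% = DMSO-only wells and 100% = 3 µM delta7-dafachronic acid wells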
PG9 binder – PG9 antibody binding by small molecule; 360,000 tested, 0.43% active; AID 624416; inhibition, % at 6.7 µM; TR-FRET gp120-PG9 antibody binding; in the data active means inhibition above about 8.5%
SMARCA2 act – increases SMARCA2 function in MMTV reporter cells; AID 652017; MG213 cells, MMTV-luciferase reporter, dexamethasone, overnight; activation, % at 9.1 µM; 370,000 tested, 1% active; in the data active means activation above about 7.8%;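 further: 0% = vehicle wells and 100% = reference activator wells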
GAA850 FXN act – frataxin GAA850 promoter activation; HEK293 lucGAA850 FXN promoter luciferase reporter, 24 h; percent of 10 µM SAHA response; activation, % at 6 µM; 360,000 tested, 0.56% active; AID 540364;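 active means activation above the average of all compounds screened plus 3 SD, cutoff fixed separately per campaign, cut at about 7.5% in these data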;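 further: 0% = DMSO wells and 100% = 10 µM SAHA wells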
DAX1 inh-2 – DAX1 (NR0B1) inhibition, primary screen; inhibition, % at 6.8 µM; AID 652010; 370,000 tested, 1.1% active; HEK293T StAR-luciferase reporter, SF-1/DAX-1 repression relief;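 active means inhibition above the mean over all tested compounds plus 3 SD, cut at about 3.6% in these data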;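 further: 0% = DAX-1 cells with DMSO and 100% = cells lacking DAX-1 with DMSO; higher inhibition means more luminescence from relief of DAX-1 repression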
ADAM17 inh – inhibitors of human ADAM17; AID 720648; P78536; 370,000 tested, 0.83% active; recombinant ADAM17, EDANS/DABCYL FRET peptide cleavage; inhibition, % at 6.95 µM;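 active means inhibition above the mean of compounds lying between control limits plus 3 SD, set per campaign, cut at about 8.5% in these data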;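 further: 0% = DMSO-only wells as the low control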
hcDAF-12 act – activates DAF-12 receptor from parasite H. contortus | HEK293 hcDAF-12 lit1-tk-luc reporter, luminescence; 0% DMSO, 100% Δ7-dafachronic acid | activation, % at 6.8 µM | 370,000 tested, 1.4% active | AID 652067;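 active means activation above the mean of all tested compounds plus 3 SD, cut at about 5.5% in these data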;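 further: 100% = response to 3 µM Δ7-dafachronic acid high control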
An asterisk follows results filed as active; i = inactive; · = not tested or not shown. Rows are unselected; about 6.8% have a hit in one of these screens.

SMILES | hgDAF12 agonist | DAX1 inh-1 | ADAM10 inh | NPR1 activator | ssDAF-12 act | PG9 binder | SMARCA2 act | GAA850 FXN act | DAX1 inh-2 | ADAM17 inh | hcDAF-12 act
Cc1cccc(CC(C)NC(=O)CCc2nnc(CCCCc3ccccc3)o2)n1 (stereo not given) | 1.8 | 0.2 | 0 | -3 | -2.1 | -1.0 | 0 | 0.1 | -0.5 | 1 | -3.7
Cc1ccc(OCCNC(=O)CNC(=O)c2ccccc2Cl)cc1 | 1.6 | 3.0 | -5 | -2 | -1.6 | -0.5 | 0 | 0.1 | -4.0 | 2 | -0.6
COc1ccc(CC(=O)NNc2ncnc3c2cnn3Cc2ccccc2)cc1OC | 0.0 | 0.9 | -2 | 2 | -0.5 | -2.8 | -5 | -0.3 | 0.3 | 1 | -1.1
CCOc1ccc(NC(=O)Cn2ncc3ccccc32)cc1 | 6.3 | 1.3 | 7 | 0 | 0.2 | 0.7 | 2 | 4.2 | 0.9 | -9 | 0.7
Cc1ccc(C)c(Nc2cc(C)nc(-c3ccccc3O)n2)c1 | 3.0 | -2.9 | 0 | -4 | -1.1 | -1.1 | 3 | -5.3 | -1.4 | -1 | 0.8
Fc1ccccc1NC(=S)Nn1cnnc1 | 1.4 | 0.5 | -5 | 2 | -1.3 | -3.1 | -2 | 0.0 | 1.0 | -3 | 2.2
CCOC(=O)NC(=O)CSc1nc(C)cc(C)c1C#N | 13* | -1.1 | -184 | -1 | -0.7 | -1.0 | 3 | 8.2* | 3.5 | -48 | 3.1
Cc1[nH]c2ccccc2c1CC(=O)Nc1ccc(N(C)c2cccnc2)c(-c2cccc(Cl)c2)c1 | 0.1 | · | -10 | -2 | -1.3 | -1.0 | 1 | · | 0.8 | -3 | 4.1
Cc1cc2c(nc1C)CCCN2S(=O)(=O)c1c(C)noc1C | 2.4 | · | -5 | 3 | -1.2 | 0.3 | -2 | · | -0.2 | -3 | 1.4
CCC(=O)c1ccccc1OCCN1C(=O)NC(C)(C)C1=O | 0.5 | 0.1 | -5 | 2 | -1.6 | -0.4 | 0 | 1.3 | 0.2 | -1 | -2.3
O=C(CN1C(=O)CC(c2ccco2)Sc2ccccc21)NC1CCCCC1 (stereo not given) | -1.9 | -0.4 | -3 | -3 | -0.7 | 0.1 | -3 | -0.3 | -1.2 | -1 | -3.5
CCOC(=O)/C(C#N)=N/Nc1ccc(S(=O)(=O)N2CCc3ccccc32)cc1 | -3.6 | -1.6 | 6 | 4 | -1.7 | -0.9 | -3 | 0.4 | -1.6 | 7 | 0.1
CS(=O)(=O)N(CC(=O)N/N=C/c1ccc(OCC(=O)N2CCOCC2)cc1)c1ccccc1Cl | -3.0 | -0.2 | -6 | 3 | -0.8 | -0.5 | -4 | -0.7 | -0.6 | -2 | 0.4
CCOc1cccc(C(=O)Nc2ccccc2OC(F)F)c1 | 3.2 | -0.8 | 2 | -1 | -1.4 | -1.4 | 0 | 2.1 | -0.4 | 0 | 0.6
CCOc1cc(/C=N/O)ccc1OCC(=O)Nc1cccc(C)c1 | -1.7 | 0.0 | -4 | -10 | -0.6 | -1.1 | 2 | 1.8 | 0.1 | 2 | -2.2
COc1ccccc1N=Nc1ccc(N)c(C)c1 | -1.8 | -0.9 | 11 | 6 | -1.7 | -4.8 | -3 | -3.5 | 0.5 | 5 | -3.0
CC(NC(=O)CC12CC3CC(CC(C3)C1)C2)C(=O)O (stereo not given) | 4.4 | -1.1 | -2 | -1 | -0.8 | 0.7 | -4 | 1.4 | 0.1 | -5 | -2.2
C=CCOCC(O)CS(=O)(=O)Cc1ccc(Cl)cc1 (stereo not given) | 0.2 | -0.4 | 1 | 2 | -1.1 | 0.7 | 0 | 1.3 | -0.7 | -7 | -1.1
COc1ccc(-c2nnc(SC(C)C(=O)Nc3c(C)n(C)n(-c4ccccc4)c3=O)o2)cc1 (stereo not given) | -0.6 | 0.4 | 3 | 4 | -1.6 | 0.0 | 0 | -0.4 | -0.4 | -3 | 0.4
COc1ccc(CN(C)C(=O)c2ccccc2OCc2c(C)noc2C)c(OC)c1 | -1.5 | -0.5 | -5 | -8 | -0.9 | -1.0 | -2 | 0.0 | -0.4 | -1 | -0.9

Of the compounds above, 2 have a cyano group:
SMILES | hgDAF12 agonist | DAX1 inh-1 | ADAM10 inh | NPR1 activator | ssDAF-12 act | PG9 binder | SMARCA2 act | GAA850 FXN act | DAX1 inh-2 | ADAM17 inh | hcDAF-12 act
CCOC(=O)NC(=O)CSc1nc(C)cc(C)c1C#N | 13* | -1.1 | -184 | -1 | -0.7 | -1.0 | 3 | 8.2* | 3.5 | -48 | 3.1
CCOC(=O)/C(C#N)=N/Nc1ccc(S(=O)(=O)N2CCc3ccccc32)cc1 | -3.6 | -1.6 | 6 | 4 | -1.7 | -0.9 | -3 | 0.4 | -1.6 | 7 | 0.1

Continuation.
SMILES | hgDAF12 agonist | DAX1 inh-1 | ADAM10 inh | NPR1 activator | ssDAF-12 act | PG9 binder | SMARCA2 act | GAA850 FXN act | DAX1 inh-2 | ADAM17 inh | hcDAF-12 act
CCC(Sc1nc2cc(OC)c(OC)cc2c(=O)n1Cc1ccc(OC)cc1)C(=O)NCCOC (stereo not given) | -1.9 | 0.8 | 7 | 4 | -2.0 | 1.8 | -1 | 1.4 | -0.6 | 0 | -2.1
NS(=O)(=O)c1ccc(N/N=C2/CCCc3ccccc32)c([N+](=O)[O-])c1 | -1.6 | -0.3 | -5 | -13 | -1.2 | 0.7 | -1 | 2.0 | 0.7 | -4 | 0.4
CCN(c1c(C)n(C)n(-c2ccccc2)c1=O)S(C)(=O)=O | -1.6 | 1.2 | -3 | -5 | 0.8 | -1.2 | -2 | 1.0 | -0.2 | -5 | 0.6
CC(NC(=O)COC(=O)COc1ccc(Cl)cc1)c1ccccc1 (stereo not given) | 1.1 | 1.3 | -3 | 4 | -1.1 | -0.1 | -3 | 0.6 | -0.7 | -1 | -1.4
CCOc1cccc(C(=O)Nc2ccc(N(CC)CC)cc2)c1 | 0.9 | 0.0 | 27* | -4 | -1.4 | -2.9 | -7 | 1.6 | -0.3 | -2 | -1.6
COc1ccc(O)c(-c2cc(-c3cccc(Br)c3)n[nH]2)c1 | 5.9 | 0.4 | 13 | -5 | 0.0 | -1.7 | 4 | 3.4 | 0.3 | 7 | 3.2
O=C(COc1ccccc1F)Nc1ccc2c(c1)CCC2 | 15* | 0.8 | -2 | 1 | -1.1 | -0.5 | 4 | 4.2 | 3.7* | 1 | 0.5
C/C(=N\NC(=O)CCc1ccc(S(=O)(=O)N2CCOCC2)cc1)c1ccc(Br)cc1 | -4.0 | -0.5 | 6 | -4 | -1.6 | 0.0 | -4 | 1.2 | 0.3 | -2 | -0.2
O=C(Cc1cccs1)Nc1nnc(SCc2cccc3ccccc23)s1 | 2.6 | 1.4 | -2 | 1 | -1.2 | 0.2 | 0 | 1.0 | 0.1 | -1 | 1.8
Cc1cccc(NC(=O)c2cc([N+](=O)[O-])ccc2N2CCN(C)CC2)c1 | -0.8 | -0.6 | 1 | -2 | -1.3 | -0.3 | -1 | 2.3 | 0.4 | 3 | 0.9
COC(=O)c1cn(NC(=O)Cc2ccc(Cl)c(Cl)c2)c(=O)c2ccccc12 | -0.2 | 3.4 | -1 | 3 | -1.2 | 0.6 | 8 | -0.1 | -0.6 | -2 | -0.6
O=C(NNC1=NC2(CCCC2)Cc2ccccc21)c1ccncc1 | 2.7 | 1.6 | -5 | -2 | -1.3 | 0.3 | -4 | -0.4 | -0.4 | -9 | -0.9
CCN(Cc1ccccc1)C(=O)C1CCC(CNc2c(N3CCOCC3)c(=O)c2=O)CC1 (stereo not given) | -0.8 | 1.2 | -10 | 6 | -1.8 | 0.0 | -2 | 1.4 | -0.2 | -1 | -0.5
Cc1cc(Cl)ccc1OCC(=O)NNC(=O)c1ccc(=O)[nH]c1 | 4.7 | 1.0 | -8 | 1 | -0.5 | -0.3 | -2 | -1.4 | 0.7 | -6 | 0.3
COc1cccc(C(=O)Oc2ccc3ccc(=O)oc3c2)c1 | 2.0 | 0.0 | i | 3 | -0.8 | -0.4 | -4 | -0.7 | -0.3 | -300 | -0.3
CCOc1ccc(-n2c(SCC(=O)Nc3cccc4ccccc34)nnc2-c2ccncc2)cc1 | -0.5 | · | -11 | -3 | -0.2 | · | -6 | · | -2.6 | -1 | -2.0
Cc1ccc(-c2csc(-c3c[nH]c4ccccc34)n2)c(C)c1 | 8.7 | 1.6 | 5 | 2 | 0.0 | -0.3 | 2 | 0.1 | 0.8 | 4 | 0.7
C=CCN1C(=O)c2ccc(C(=O)NCCOc3ccccc3F)cc2C1=O | 2.6 | 1.5 | 7 | 3 | -0.8 | -1.4 | 0 | 1.8 | 2.8 | -2 | 0.7
CC(=O)N1CCN(CC(O)COc2ccc(S(=O)(=O)N3CCOCC3)cc2)CC1 (stereo not given) | -1.9 | -0.4 | 0 | 4 | -0.9 | 0.2 | -3 | -0.7 | -1.8 | 0 | 0.8
CCCCc1c(O)nc2sc3cc(OC)ccc3n2c1=O | 0.9 | -0.3 | 8 | -1 | -1.0 | -1.6 | 0 | 0.5 | 1.2 | 1 | 0.6
Cc1cc(C)n(CCNS(=O)(=O)c2ccc(Cl)cc2)n1 | -2.8 | -0.4 | -5 | -3 | -0.8 | -0.5 | -2 | 1.0 | -0.9 | -2 | -1.2
C=CCON/C(CCC)=C1\C(=O)CC(C)(C)CC1=NC | 0.8 | -0.1 | -3 | 1 | -1.5 | -0.4 | -3 | -0.5 | -0.7 | 0 | 0.0
C=CCN(CC(O)c1cccc([N+](=O)[O-])c1)C(C)CCc1ccccc1 (stereo not given) | -4.5 | -3.1 | 7 | -6 | -2.2 | -0.2 | 1 | 0.8 | 0.6 | 3 | -3.7
NNC(=O)c1csc(-c2cccc(C(F)(F)F)c2)n1 | 1.5 | -0.6 | -5 | 2 | -1.7 | -0.6 | 0 | -0.7 | -0.5 | -2 | -1.2
CC(C(=O)Nc1nccs1)N1C(=O)C2CC=CCC2C1=O (stereo not given) | 1.9 | -0.6 | 2 | 2 | -0.9 | -0.6 | 1 | 0.8 | 0.1 | -1 | -0.7
O=C(/C=C/c1cccs1)NC1CC1 | 2.4 | 3.6 | -8 | 1 | -0.7 | -0.5 | 0 | -0.4 | 0.1 | -4 | -1.4
COc1ccccc1C(=O)NCCC(=O)Nc1nc2ccccc2[nH]1 | 7.7 | 4.2 | -5 | 1 | 0.1 | -0.6 | -2 | 1.6 | 0.1 | -4 | 5.5
Cc1cc(C)n(-c2n[nH]c(C)c2[N+](=O)[O-])n1 | -2.5 | 1.3 | 2 | -6 | -1.6 | 0.3 | -1 | -0.3 | -0.4 | 0 | -0.1
CC(C)(C)NC(=O)COc1ccc(CNn2nnnc2N)cc1 | -0.6 | 0.2 | 4 | 1 | -1.0 | 2.3 | -2 | 1.5 | 0.2 | -3 | -0.1
Nc1ccccc1C(=O)NCc1ccc(F)cc1 | -2.6 | 0.4 | -397 | 0 | -1.7 | -0.4 | -2 | 1.3 | -0.9 | -148 | -1.5
O=C(OCc1nnc(-c2ccccc2)o1)c1cccnc1Cl | 1.9 | 0.2 | -1 | 1 | -0.6 | -1.9 | 0 | 2.6 | 0.2 | 0 | -0.7
O=C(CSc1nc(=O)n(CCCN2CCOCC2)c2c1CCCC2)Nc1cccc(Cl)c1 | -3.0 | -0.4 | -13 | -5 | -1.3 | 0.1 | -2 | 0.9 | -2.0 | -4 | -1.5
